sEH activator: activators of human soluble epoxide hydrolase; purified human sEH enzymatic activity, activator screen; activation, % at 2 µM; actives 0.04% (n = 91,000); in the data active means activation above about 37%; further: values of inactives mirror those of a sister screen read the other way
Ecoli WT expand: blocks growth of wild type E. coli BW25113; OD600 absorbance; growth inhibition, % at 100 µM; actives 0.15% (n = 98,000);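 active means growth inhibition above about 50% at one test dose, limit read from the data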;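 further: growth measured after 20 h incubation at 37 °C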
CD11b adhes inh: inhibitors of human CD11b/CD18 binding to fibrinogen. P05107+P11215. K562 CD11b/CD18 adhesion to fibrinogen, ATPlite luminescence; Mn2+ added to activate the integrin. inhibition, % at 10 µM. actives 0.54% (n = 93,000);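 active means primary inhibition of 50% or more at 10 µM, then 40% or more on retest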; further: some results filed as inactive read as strong as hits
Target sequence (P05107 whole entry, looked up, other chains not shown): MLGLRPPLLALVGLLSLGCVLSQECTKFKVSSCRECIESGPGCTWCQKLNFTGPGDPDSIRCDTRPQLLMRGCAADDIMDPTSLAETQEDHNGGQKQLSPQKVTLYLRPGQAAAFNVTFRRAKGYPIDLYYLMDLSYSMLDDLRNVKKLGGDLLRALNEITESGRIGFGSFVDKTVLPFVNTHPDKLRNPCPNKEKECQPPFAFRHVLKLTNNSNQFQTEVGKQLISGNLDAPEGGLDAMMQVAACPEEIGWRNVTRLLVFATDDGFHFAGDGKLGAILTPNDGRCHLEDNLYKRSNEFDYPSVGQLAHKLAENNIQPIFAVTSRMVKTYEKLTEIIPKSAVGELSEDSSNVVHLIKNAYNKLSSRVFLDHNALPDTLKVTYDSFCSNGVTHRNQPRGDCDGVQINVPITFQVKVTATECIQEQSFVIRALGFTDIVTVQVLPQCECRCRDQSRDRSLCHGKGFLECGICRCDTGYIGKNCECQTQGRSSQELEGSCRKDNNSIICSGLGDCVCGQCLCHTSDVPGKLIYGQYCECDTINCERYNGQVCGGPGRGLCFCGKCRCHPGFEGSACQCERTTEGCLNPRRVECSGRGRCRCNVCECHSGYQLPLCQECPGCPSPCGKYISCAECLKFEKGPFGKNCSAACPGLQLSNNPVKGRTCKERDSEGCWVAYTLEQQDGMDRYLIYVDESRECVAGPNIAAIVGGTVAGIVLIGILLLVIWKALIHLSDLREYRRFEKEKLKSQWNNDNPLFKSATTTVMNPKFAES
S1P2 agonist: activates the human S1P2 receptor. O95136. S1P2-expressing cell line, agonist reporter read-out. activation, % at 4.5 µM. actives 0.46% (n = 97,000); in the data active means activation above about 16%;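 further: 0% = vehicle low control and 100% = maximal reference agonist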
Target sequence (O95136 whole entry, looked up): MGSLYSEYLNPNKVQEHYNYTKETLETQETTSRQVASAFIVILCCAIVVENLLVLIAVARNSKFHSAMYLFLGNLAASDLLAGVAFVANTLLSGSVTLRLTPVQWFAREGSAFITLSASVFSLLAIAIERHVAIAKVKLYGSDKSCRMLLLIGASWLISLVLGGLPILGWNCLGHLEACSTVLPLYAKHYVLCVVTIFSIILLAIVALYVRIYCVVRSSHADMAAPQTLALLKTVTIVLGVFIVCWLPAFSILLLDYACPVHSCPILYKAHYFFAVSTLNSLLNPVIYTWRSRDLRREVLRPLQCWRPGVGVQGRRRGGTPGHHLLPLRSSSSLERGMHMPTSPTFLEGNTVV
PostGolgi yeast: growth inhibition of a yeast mutant, post-Golgi transport screen | post-Golgi transport phenotypic cell assay | inhibition, % at 10 µM | actives 0.9% (n = 98,000) | AID 739;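 further: yeast cells grown in 1536-well plates; yeast grown about 18 h at 30C before absorbance read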
PostGolgi ctrl: inhibits growth of the yeast control strain | efflux-deficient yeast background strain, growth absorbance A615, 16 h | AID 738 | actives 5% (n = 98,000) | inhibition, % at 10 µM
sEH inh: soluble epoxide hydrolase (human) inhibition; P34913; recombinant human sEH enzymatic activity assay; inhibition, % at 2 µM; actives 0.34% (n = 91,000); AID 707; in the data active means inhibition above about 80%; further: values of inactives mirror those of a sister screen read the other way; many of its hits are not listed in these tables
S1P2 antag: S1P2 (human) receptor antagonism; cell-based S1P2 antagonist assay, inhibition at 5 uM; inhibition, % at 5 µM; actives 0.21% (n = 97,000); O95136; AID 736; in the data active means inhibition above about 45%;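 further: CRE beta-lactamase reporter cells expressing human S1P2 stimulated with S1P; 0% = agonist at EC80 alone and 100% = agonist plus reference antagonist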
PLAP act: human PLAP activation; activation fold at 20 µM; P05187; AID 696; purified PLAP enzyme, luminescent substrate read-out; active compounds read high; actives 1.2% (n = 96,000); in the data active means activation fold above about 2
* = called active by the depositor; / = not tested or not shown. Unless noted, no stated cut-off is given here; in the data, active means inhibition above about 30%; inactive means the rest.

SMILES | sEH activator | Ecoli WT expand | CD11b adhes inh | S1P2 agonist | PostGolgi yeast | PostGolgi ctrl | sEH inh | S1P2 antag | PLAP act
CNC(=S)NNC(=O)c1sccc1OCc1ccc(C)cc1 | -2 | -11 | -7 | -2 | -1 | 0 | 3 | 11 | 1.1
Cc1cccc(S(=O)(=O)NCCC(=O)OC(C)C(=O)NC(=O)NC2CCCCC2)c1 (stereo not drawn) | / | -2 | -10 | -7 | -4 | -10 | / | 12 | 1.3
O=C(Oc1ccc(N(Cc2cccs2)C2=NS(=O)(=O)c3ccccc32)cc1)c1ccc(Cl)cc1 | 1 | 0 | / | -2 | -5 | 0 | 2 | -8 | /
Cc1ccc(CNC(=O)CS(=O)(=O)CC(=O)O)cc1 | -10 | -2 | 6 | -2 | 20 | 17 | 12 | 1 | 0.9
COC(=O)c1cccc(NC(=O)CSc2nnc(COc3ccc(C#N)cc3)n2-c2ccccc2)c1 | -18 | 4 | / | -4 | 7 | 0 | 18 | -14 | 0.9
O=C(OCC(=O)N1CCCC1)c1cncc(Br)c1 | -5 | 1 | -37 | -3 | 1 | -3 | 8 | -5 | 1
O=C1C=C(Nc2ccccc2O)c2ccccc2C1=O | 1 | 39 | / | -8 | 1 | 22 | -1 | 5 | 0.7
Cc1cccc(OCc2nc(-c3ccccn3)n[nH]2)c1 | 15 | 10 | -6 | -2 | 7 | 7 | -18 | -26 | 1.9
CCOC(=O)c1cnc(-n2nc(C)cc2C)nc1Nc1ccc(N(C)C)cc1 | 6 | 7 | / | -1 | 2 | 29 | -5 | -40 | /
CCCCOC(=O)Nc1nnc(CCc2ccccc2)s1 | -5 | -2 | -6 | 1 | -7 | 13 | 6 | -10 | 1.8
CCOC(=O)C(C)Sc1nc2c(c(=O)[nH]c(=O)n2C)n1CCc1ccccc1 (stereo not drawn) | 21 | -5 | -8 | -1 | 0 | 14 | -22 | 6 | 0.9
N#CCSc1nc2sc3c(c2c(=O)n1C1CCCCC1)CCCC3 | / | -1 | 3 | -4 | -1 | 8 | / | -44 | 0.8
Cc1cccc(NC(=O)c2cc(N3CCOCC3)nc3ccccc23)c1 | -7 | -7 | -17 | -4 | 1 | 4 | 7 | 25 | 0.9
C/C(=N\N=C(/N)SC1CC(=O)N(c2ccc(Cl)c(Cl)c2)C1=O)c1cccs1 (stereo not drawn) | -13 | -6 | -10 | -5 | 102* | 57* | 15 | -16 | 1.2
COC(=O)c1cn(NC(=O)C2CCC(C)CC2)c(=O)c2ccccc12 (stereo not drawn) | -10 | -6 | / | -5 | 7 | 5 | 8 | -22 | 0.9
Cc1ccc(NC(=O)CSc2nnc(-c3ccncc3)n2C)cc1C | 6 | -5 | 2 | -3 | -1 | 10 | 0 | -8 | 1
COc1ccc(CNC(=O)c2ccc3nccnc3c2)cc1 | -15 | 2 | -6 | -11 | -14 | 0 | 16 | 15 | 1
COc1ccc(C2C(C(=O)N3CCOCC3)=C(C)NC3=C2C(=O)CC(C)(C)C3)c(OC)c1 (stereo not drawn) | -3 | 1 | / | -1 | 16 | 17 | 4 | 18 | 1.3
C=CCn1c(SCC(=O)Nc2ccc(C(=O)OCC)cc2)nnc1-c1sc(N)nc1C | -11 | -1 | 20 | -6 | -4 | 3 | 15 | -2 | 1.1
COc1ccc(C=Nc2cccc3c(=O)[nH][nH]c(=O)c23)c2ccccc12 | -9 | -6 | -27 | 0 | -4 | 8 | 11 | -39 | 1.2
O=C(NC1CCCCC1)C1c2ccccc2C(=O)N1Cc1ccco1 (stereo not drawn) | 1 | 13 | 0 | -4 | -3 | 6 | -1 | 23 | 1.1
COC(=O)Cn1ncc2c3ccccc3n(Cc3ccccc3)c2c1=O | -7 | 1 | 8 | -1 | -9 | 15 | 10 | -14 | 1.2
CN1/C(=C\C=Nc2ccc3ccccc3c2)C(C)(C)c2ccccc21 | -7 | 37 | / | -9 | 11 | 20 | 5 | 26 | 1.1
O=C(O)COc1ccc(=O)n(-c2ccccc2)n1 | -4 | -14 | -6 | -3 | 4 | -6 | 6 | -28 | 0.9
CN1CCN(S(=O)(=O)c2ccc(Br)s2)CC1 | -19 | 16 | -11 | -2 | 3 | 2 | 19 | 13 | 1
CCOC(=O)C(C(C)=O)c1c(Br)c(O)c(O)c2c(C(=O)c3ccc(C)cc3)coc12 (stereo not drawn) | -4 | / | 4 | -5 | / | / | 6 | 5 | 1.4
CN(C(=O)COc1cc(=O)n(C)c2ccccc12)c1cccc(Cl)c1 | / | 0 | 2 | -2 | -3 | 14 | / | -7 | 1.4
COC(=O)Nc1ccc(C)cc1NC(=O)OC | 6 | 7 | -28 | -3 | 2 | 5 | -3 | -2 | 0.9
C(=N\n1cnnc1)/c1cn(Cc2ccccc2)c2ccccc12 | / | -10 | -4 | / | -2 | 16 | / | / | 0.9
CC(C)Nc1ncnc2c1cnn2-c1ccc(Cl)cc1 | / | 0 | -4 | / | -9 | 25 | / | / | 1.1
O=C(O)c1cc(NCc2ccc(F)cc2)ccc1N1CCOCC1 | -10 | -1 | -28 | -2 | -3 | 9 | 10 | 14 | 1.1
Cc1ccc2cc(C)c3nnc(SCC(=O)N4CCCc5ccccc54)n3c2c1C | -10 | -10 | 10 | -7 | -4 | 21 | 12 | 0 | 1.5
CCN1CCN(CC(=O)Nc2cccc(C)c2)C(=O)C1=O | 1 | / | / | -8 | / | / | -2 | -12 | /
CCn1c(SCC(=O)Nc2nc3ccccc3s2)nc2c(c1=O)SC(C)C2 (stereo not drawn) | -4 | -26 | / | -5 | -15 | 51* | 6 | 0 | 1.3
CC(=O)c1c(C)nc2ccccn12 | / | 7 | -14 | / | 11 | 8 | / | / | 0.9
COC(=O)c1sc(S(=O)(=O)N2CCN(c3ccc(OC)cc3)CC2)c(C(=O)OC)c1C | 3 | -7 | -13 | -7 | 1 | 8 | -9 | -13 | 1.3
O=C(c1ccccc1)N1CCN(C(=O)N2CCOCC2)CC1 | 6 | 6 | 1 | -10 | -4 | 4 | -4 | 2 | 0.9
CSc1nc(SCC(=O)NCc2ccco2)c2c3c(sc2n1)COC(C)(C)C3 | / | -3 | 3 | / | 21 | 28 | / | / | 1.3
c1ccc(CN2CCC3(CC2)Nc2ccccc2CO3)cc1 | 4 | 10 | -10 | 1 | 14 | 5 | 2 | -16 | 1.4
CCN(CC)c1ccc(NC(=O)c2c(OC)cccc2OC)c(C)c1 | 6 | 11 | -2 | -1 | 6 | 24 | -4 | -13 | 1.2

Fetched by structure from above:
SMILES | sEH activator | Ecoli WT expand | CD11b adhes inh | S1P2 agonist | PostGolgi yeast | PostGolgi ctrl | sEH inh | S1P2 antag | PLAP act
CNC(=S)NNC(=O)c1sccc1OCc1ccc(C)cc1 | -2 | -11 | -7 | -2 | -1 | 0 | 3 | 11 | 1.1
O=C(OCC(=O)N1CCCC1)c1cncc(Br)c1 | -5 | 1 | -37 | -3 | 1 | -3 | 8 | -5 | 1
COC(=O)c1cn(NC(=O)C2CCC(C)CC2)c(=O)c2ccccc12 (stereo not drawn) | -10 | -6 | / | -5 | 7 | 5 | 8 | -22 | 0.9
CCN(CC)c1ccc(NC(=O)c2c(OC)cccc2OC)c(C)c1 | 6 | 11 | -2 | -1 | 6 | 24 | -4 | -13 | 1.2
Cc1cccc(NC(=O)c2cc(N3CCOCC3)nc3ccccc23)c1 | -7 | -7 | -17 | -4 | 1 | 4 | 7 | 25 | 0.9

Continuation:
SMILES | sEH activator | Ecoli WT expand | CD11b adhes inh | S1P2 agonist | PostGolgi yeast | PostGolgi ctrl | sEH inh | S1P2 antag | PLAP act
COc1cc2cc(C)c(SCC(=O)N3CCOCC3)nc2cc1OC | 8 | -3 | -7 | 1 | 8 | 1 | -8 | -6 | 1.7
CC(c1ccccn1)N(CCN(C)C)C(=S)Nc1ccccc1F (stereo not drawn) | 17 | 5 | -5 | -5 | -15 | 6 | -18 | -13 | 1.6
Cc1ccc(NC(=O)C/C(N)=N/O)cc1C | 6 | -1 | -7 | -6 | -4 | -6 | -5 | 0 | 1.1
Cc1cc(C)cc(OCC(=O)NNC(=O)c2cc(C)[nH]n2)c1 | 14 | 1 | / | -11 | 18 | -4 | -11 | 13 | 2.7*
Cc1ccc(C(=O)O)cc1S(=O)(=O)N1CCOCC1 | 9 | 0 | -41 | -4 | 5 | 5 | -7 | -2 | 1.2
Cc1ccccc1NC(=O)c1cnc(Nc2nc3ccccc3s2)nc1C | 16 | -10 | / | -3 | 5 | 8 | -20 | -4 | 0.9
O=C1CCCC2=C1C(c1cccc(Br)c1)n1nc(-c3ccco3)nc1N2 (stereo not drawn) | -2 | / | / | -1 | / | / | 2 | 5 | /
Cc1ccc(S(=O)(=O)c2nc(C)c3c(n2)CCC3)cc1 | -34 | -2 | 5 | -4 | 1 | 2 | 35 | 1 | 1.1
O=C(CSc1nc2ccccc2[nH]1)N1CCN(S(=O)(=O)c2ccc(Cl)cc2)CC1 | -4 | 4 | -27 | -3 | -6 | -3 | -1 | -19 | 2*
Cc1cc(NC(=O)CSc2nnc(-c3c[nH]c4ccccc34)n2-c2ccc(Cl)cc2)no1 | 17 | -7 | 0 | -5 | -1 | -4 | -19 | 6 | 0.7
Cc1ccc(C(=O)Oc2ccc(C(=O)COC(=O)C3CC(=O)N(Cc4ccco4)C3)cc2)cc1 (stereo not drawn) | -9 | / | / | -4 | / | / | 8 | 14 | /
Cn1nc(-c2ccc(Cl)cc2)c2cc(C(=O)N3CCN(c4ccccn4)CC3)sc21 | -5 | -11 | 62* | -2 | -5 | 52* | 4 | -8 | 1.6
CCCn1nnnc1SCC(=O)Nc1cccc(NC(=O)c2ccco2)c1 | 5 | 3 | -23 | -7 | -7 | 5 | -1 | 12 | 1
N#Cc1ccc(Oc2cc(C(F)(F)F)nc(-c3ccccn3)n2)cc1 | -11 | -14 | -4 | -2 | -2 | 2 | 10 | -9 | 1
CC(C)NC1CS(=O)(=O)CC1O (stereo not drawn) | 15 | -3 | -14 | -2 | 4 | 6 | -19 | -24 | 0.8
CC(=O)N1CCc2[nH]c3ccccc3c2C1 | -5 | 10 | -5 | -2 | 5 | 6 | 4 | -6 | 0.9
CCCCC(=O)NC(=S)Nc1ccccc1C(=O)Nc1ccccc1 | -2 | -21 | -2 | -5 | -1 | -3 | 4 | 7 | 1
Cn1c2ccccc2c2c(C(=O)O)cn(C3CCCC3)c(=O)c21 | -8 | 9 | 7 | -3 | 7 | -5 | 9 | 8 | 0.9
CSc1nc(NC(C)(C)C)nc(N2CCOCC2)n1 | 0 | -6 | / | 2 | -2 | 11 | 3 | -58 | /
Cc1oc2cc3oc(=O)c4c(c3cc2c1C)CCC4 | -4 | -6 | -3 | -3 | -11 | -8 | 3 | 6 | 1

3 entries already listed, arranged by the number in sEH inh, ascending.
SMILES	sEH inh
CCCn1nnnc1SCC(=O)Nc1cccc(NC(=O)c2ccco2)c1	-1
Cc1ccc(C(=O)Oc2ccc(C(=O)COC(=O)C3CC(=O)N(Cc4ccco4)C3)cc2)cc1 (stereo not drawn)	8
Cn1c2ccccc2c2c(C(=O)O)cn(C3CCCC3)c(=O)c21	9

Additional records
SMILES | sEH activator | Ecoli WT expand | CD11b adhes inh | S1P2 agonist | PostGolgi yeast | PostGolgi ctrl | sEH inh | S1P2 antag | PLAP act
CCOc1ccc(NC(=O)CN2CCN(CC(=O)Nc3ccc(F)cc3)CC2)cc1 | / | 15 | / | -4 | 14 | 4 | / | -1 | 1.1
CN1C2C=C(N(CCc3c[nH]c4ccccc34)C(=O)c3ccc(Cl)cc3)CC1CC2 (stereo not drawn) | 6 | -12 | / | -8 | 4 | -1 | -4 | 23 | 1.5
CCOC(=O)C(C)Oc1cccc2c(=O)n(CC(=O)Nc3ccc4c(c3)OCCO4)ccc12 (stereo not drawn) | -12 | -5 | -14 | -3 | -5 | -1 | 11 | -25 | 1
CCCC(=O)NC(Nc1cccc(C(F)(F)F)c1)C(Cl)(Cl)Cl (stereo not drawn) | 11 | 4 | / | 0 | -1 | 10 | -9 | -11 | 1
CCOC(=O)N1CCN(Cc2cc(=O)oc3ccc4ccccc4c23)CC1 | 7 | -13 | 16 | -9 | 2 | 16 | -3 | 4 | 1.1
COc1ccccc1NS(=O)(=O)c1ccc(OC)c(OC)c1 | -1 | -1 | -1 | -5 | 0 | 3 | 3 | -16 | 1.2
O=C(CN1CCCCCC1)Nc1ccc(Br)cc1Br | -10 | 15 | -3 | -8 | 1 | 8 | 9 | -6 | 0.9
CCN(CC)C(=O)c1ccc(COc2ccccc2Cl)cc1 | 3 | -3 | -5 | -2 | -7 | 17 | -2 | -17 | 1.5
CC1CCCC(C)N1C(=O)CSc1nc2ncnc(N)c2[nH]1 (stereo not drawn) | 11 | -7 | -9 | -2 | 1 | 7 | -11 | -3 | 1.5
